DAX1 inh-1 = DAX1 (NR0B1) inhibition, primary screen; AID 652010; inhibition, % at 6.8 µM; HEK293T StAR-luciferase reporter, SF-1/DAX-1 repression relief; actives 1.1% (n = 370,000);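 active means inhibition above the mean over all tested compounds plus 3 SD, cut at about 3.6% in these data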;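 further: 0% = DAX-1 cells with DMSO and 100% = cells lacking DAX-1 with DMSO; higher inhibition means more luminescence from relief of DAX-1 repression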
ADAM10 inh = inhibits human ADAM10 | O14672 | AID 720582 | inhibition, % at 7 µM | recombinant ADAM10, EDANS/DABCYL FRET peptide cleavage, 3 h | actives 0.62% (n = 370,000);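 active means inhibition above a per-campaign cutoff equal to the mean of compounds falling between control-based bounds plus 3 SD, cut at about 20% in these data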;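 further: 0% = DMSO wells while the 100% control is not disclosed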
ADAM17 inh = ADAM17 inhibition, QFRET primary screen | P78536 | recombinant ADAM17, EDANS/DABCYL FRET peptide cleavage | inhibition, % at 6.95 µM | actives 0.83% (n = 370,000);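 active means inhibition above the mean of compounds lying between control limits plus 3 SD, set per campaign, cut at about 8.5% in these data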;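 further: 0% = DMSO-only wells as the low control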
ssDAF12 agonist = activators of S. stercoralis DAF-12 nuclear receptor. HEK293 ssDAF-12/GRIP1 lit1-tk-luc reporter, luminescence; % of 3 µM dafachronic acid response. activation, % at 6.8 µM. actives 1% (n = 370,000);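 active means activation above the mean over all tested compounds plus 3 SD, cut at about 0.9% in these data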;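 further: 0% = DMSO-only wells and 100% = 3 µM delta7-dafachronic acid wells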
hgDAF-12 ag = agonists of H. glycines DAF-12 nuclear receptor; HEK293 GAL4-hgDAF12 UAS-luciferase reporter, agonist luminescence; normalized to butyrate control; AID 687014; actives 1.8% (n = 370,000); activation, % at 6.8 µM;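 active means activation above a cutoff set at the mean of all screened compounds plus 3 SD, cut at about 10% in these data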;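 further: 0% = DMSO wells and 100% = sodium butyrate wells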
HGIII-sPLA2 inh = Inhibits HGIII-sPLA2 liposome hydrolysis, primary screen; Q9NZ20; QFRET BODIPY PC-A2 liposome hydrolysis, fluorescence; inhibition, % at 12.2 µM; actives 0.56% (n = 370,000); AID 743126;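 active means inhibition above mean plus 3 SD of compounds lying within the high and low control bounds, cut at about 19% in these data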;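 further: 0% = median of test compound wells and 100% = no enzyme DMSO wells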
Target sequence (Q9NZ20 whole entry, looked up): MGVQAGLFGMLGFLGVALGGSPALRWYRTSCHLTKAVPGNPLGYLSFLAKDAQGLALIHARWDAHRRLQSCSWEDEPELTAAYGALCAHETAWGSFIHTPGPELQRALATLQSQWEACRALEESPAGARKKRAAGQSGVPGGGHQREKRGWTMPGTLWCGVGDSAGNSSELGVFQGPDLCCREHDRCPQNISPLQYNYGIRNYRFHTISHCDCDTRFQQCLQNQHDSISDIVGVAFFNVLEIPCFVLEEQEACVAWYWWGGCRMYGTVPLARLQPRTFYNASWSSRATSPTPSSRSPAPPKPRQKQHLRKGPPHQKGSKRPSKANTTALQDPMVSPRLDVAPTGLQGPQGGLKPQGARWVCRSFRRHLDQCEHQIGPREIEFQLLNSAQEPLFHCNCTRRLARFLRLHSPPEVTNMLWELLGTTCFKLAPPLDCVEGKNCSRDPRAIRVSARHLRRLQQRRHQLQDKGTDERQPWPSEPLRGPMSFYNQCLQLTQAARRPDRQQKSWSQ
PLC-gamma1 inh = PLC-gamma1 (human) inhibition, primary screen; P19174; AID 720700; purified PLC-gamma1, fluorogenic substrate, fluorescence; inhibition, % at 12.2 µM; actives 0.84% (n = 370,000); in the data active means inhibition above about 9.5%
FXN GAA850 act = increases GAA850 frataxin promoter reporter activity | HEK293 lucGAA850 FXN promoter luciferase reporter, 24 h; percent of 10 µM SAHA response | activation, % at 6 µM | actives 0.56% (n = 360,000) | AID 540364;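 active means activation above the average of all compounds screened plus 3 SD, cutoff fixed separately per campaign, cut at about 7.5% in these data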;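 further: 0% = DMSO wells and 100% = 10 µM SAHA wells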
hcDAF-12 act = H. contortus DAF-12 activation, primary screen. HEK293 hcDAF-12 lit1-tk-luc reporter, luminescence; 0% DMSO, 100% Δ7-dafachronic acid. activation, % at 6.8 µM. actives 1.4% (n = 370,000). AID 652067;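 active means activation above the mean of all tested compounds plus 3 SD, cut at about 5.5% in these data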;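 further: 100% = response to 3 µM Δ7-dafachronic acid high control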
DAX1 inh-2 = inhibits human nuclear receptor DAX1; P51843; HEK293 Gal4-DAX1 luciferase reporter, luminescence; inhibition, % at 6.75 µM; actives 0.99% (n = 340,000); AID 504766;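 active means inhibition above the mean over all tested compounds plus 3 SD, cut at about 4.2% in these data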;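 further: 0% = DAX1-transfected cells with DMSO and 100% = empty-vector control cells with DMSO; inhibition shows as a rise in luminescence from relieved DAX1 repression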
Target sequence (P51843 207-470 limits assumed): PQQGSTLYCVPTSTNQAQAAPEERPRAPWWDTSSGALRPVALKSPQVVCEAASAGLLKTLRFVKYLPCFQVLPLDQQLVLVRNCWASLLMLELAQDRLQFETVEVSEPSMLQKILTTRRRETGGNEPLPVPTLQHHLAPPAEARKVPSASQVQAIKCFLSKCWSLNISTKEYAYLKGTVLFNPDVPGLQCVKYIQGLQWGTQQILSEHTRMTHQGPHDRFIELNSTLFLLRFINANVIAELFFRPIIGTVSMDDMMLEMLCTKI
PLC-beta3 inh = inhibitors of human phospholipase C beta3; Purified PLC-beta3, fluorogenic substrate, fluorescence; inhibition, % at 12.2 µM; actives 0.18% (n = 370,000); AID 720704; in the data active means inhibition above about 11%;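 further: 0% = median of compound wells on plate and 100% = full blocker control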
* hit, by the source's call; nt = not tested or not shown.

SMILES	DAX1 inh-1	ADAM10 inh	ADAM17 inh	ssDAF12 agonist	hgDAF-12 ag	HGIII-sPLA2 inh	PLC-gamma1 inh	FXN GAA850 act	hcDAF-12 act	DAX1 inh-2	PLC-beta3 inh
COc1ccc(NC(=O)COC(=O)c2ccc(Br)o2)cc1OC	0.5	-3	-2	-0.5	-1.4	0	-1	0.1	-0.9	-1.1	-3
O=C(Nc1nccs1)C1CCN(S(=O)(=O)c2ccccc2)CC1	0.1	-8	-1	-1.1	-1.9	2	-3	-1.1	-1.8	0.1	-3
C#CCOc1c(/C=C\c2nc(O)c([N+](=O)[O-])c(=O)[nH]2)cc(Br)cc1OC	-0.1	7	2	-2.1	1.7	-8	4	2.2	-1.7	-0.6	0
Cc1ccc(CNC(=O)COc2ccc3c(c2)CCC3)cc1	0.0	13	3	-1.8	2.3	-12	1	-2.2	-2.1	1.6	1
O=C1NC(CCO)C(=O)NC1CCO (configuration not stated)	0.3	-12	-5	-0.1	1.7	6	1	1.9	-1.2	-1.0	0
C#CCN1C=CC(=O)[C@@H](OC(=O)Nc2ccccc2Br)[C@H]1c1ccccc1Br	0.1	-1	7	-0.9	-1.7	-1	9	0.0	-1.3	0.5	-5
CCc1nccn1S(=O)(=O)c1ccc(OC)c(OC)c1	0.8	-9	4	-1.1	-2.2	12	1	2.5	3.9	1.1	2
COc1ccc2cc(C(=O)NCc3ccccc3)c(=O)oc2c1	0.0	-317	-125	-0.8	-0.5	4	-18	1.0	-2.2	0.6	-32
O=C(CN1CCN(c2ccccn2)CC1)Nc1ccc(F)c(F)c1	-0.8	-2	-4	-1.1	3.0	4	-2	0.5	-0.6	-0.2	-4
O=C(Cc1ccc(Cl)cc1)Nc1ccc(Cl)cn1	0.0	-2	0	-1.2	4.4	4	0	1.7	0.8	1.5	-6
CNC(=O)C(=O)N1CCC2(CC1)OCCN2S(=O)(=O)c1ccc(C)cc1	3.2	0	1	-0.4	-0.8	5	9	1.3	-1.0	1.7	0
Cc1cccc(NC(=O)COC(=O)c2c(-c3ccccc3)noc2C)c1	-0.5	-11	4	-1.5	-3.0	1	2	-4.2	-1.2	-0.8	2
CCCNC(=O)[C@H]1N2C(=O)c3c(ccc(OC)c3OC)C2SC1(C)C (some centres not stated)	0.3	-7	-5	-1.1	1.6	7	-3	2.9	-0.1	0.2	-11
CCOc1ncccc1C(=O)N1CCN(c2cc(Cl)ccc2C)CC1	-1.4	5	-1	-1.3	-4.8	-4	3	-0.7	-3.2	-1.5	-4
COc1ccc(-n2c(-c3ccc(Br)cc3)c[n+]3c2CCCCC3)cc1	-2.3	2	1	-1.5	-5.0	1	1	0.9	-3.0	nt	4
O=C(O)c1cc(N/N=C/c2ccc3c(c2)OCO3)ccc1Cl	6.7*	-4	-5	-0.6	10	1	-12	2.3	6.0*	-1.6	-16
CCOc1ccc2nc(NC(=O)CS(=O)(=O)c3ccccc3)sc2c1	0.6	16	5	-0.8	4.2	-34	4	0.0	0.0	0.7	4
CC(=O)c1ccc(OC(C)C(=O)NC2CCCCC2C)cc1 (configuration not stated)	-0.9	-5	0	-0.8	1.4	3	-2	-0.1	-2.6	-0.3	-3
CN(Cc1nccn1C)C(=O)C1CCC(=O)N(Cc2cccc(C(F)(F)F)c2)C1 (configuration not stated)	-0.6	3	-5	-1.0	0.4	5	0	-0.3	1.5	0.2	-8
Cn1cc(-c2coc3c(C(=O)NCc4cccnc4)cccc23)cn1	-2.6	-16	-6	-0.8	1.7	6	-3	1.7	-1.9	nt	-10
COc1ccccc1-c1sc2cc3c(cc2c1C#CC1(O)CCCCC1)OCO3	-0.2	-66	-14	-0.7	1.9	-9	-22	0.3	1.6	0.8	-38
CCOC(=O)c1cc2c(ccn2C)n1Cc1ccc(C#N)cc1	-0.6	-8	-4	-0.8	-4.5	-27	-6	1.9	-1.5	-0.9	-7
Cc1[nH]c2ccccc2c1Cc1nnc(SCC(=O)NCc2ccco2)o1	0.0	-15	-1	-1.3	0.0	-6	-15	-1.4	-1.8	0.4	-19
CN(C)S(=O)(=O)c1cccc(-c2nnc(SCC(=O)NCCCCCC(=O)O)n2-c2ccc(F)cc2)c1	-0.5	4	0	-1.2	0.6	3	4	1.4	1.4	-0.9	-1
COc1ccc(NC(=O)C2Cc3cc(S(=O)(=O)N4CCCCC4)ccc3N2C(C)=O)cc1Cl (configuration not stated)	-0.2	9	3	-1.1	-0.6	-21	3	1.5	-1.6	-0.6	-6
CC(O)(c1cccc(F)c1)c1nc(-c2cccc(C(=O)O)c2)cs1 (configuration not stated)	2.1	12	3	-1.3	4.5	-22	2	0.0	1.5	nt	7
COc1ccc2c3c([nH]c2c1)[C@]1(NCC3)C(=O)N(C)c2ccc(Cl)cc21	-1.2	6	-1	0.6	1.8	-14	3	nt	1.6	nt	2
Cc1ccc(NC2CC(=O)N(Cc3ccccc3)C2=O)cc1 (configuration not stated)	-0.7	-5	-7	-1.4	-0.6	-8	-1	-2.0	-0.7	-0.9	1
Cc1nc2c(-c3ccccc3)c(C)[nH]n2c(=O)c1Cc1ccccc1	-1.1	-30	-3	-1.4	-2.3	-3	-21	0.4	0.2	nt	-20
CC1(Cc2ccccc2OC(F)(F)F)C(=O)Nc2ccc(OC(F)(F)F)cc21 (configuration not stated)	-1.0	16	5	-1.1	2.7	6	-2	0.1	-2.3	nt	-2

Limited to PLC-gamma1 inh, HGIII-sPLA2 inh and PLC-beta3 inh, for some of the entries so far:
molecule	PLC-gamma1 inh	HGIII-sPLA2 inh	PLC-beta3 inh
COc1ccc2c3c([nH]c2c1)[C@]1(NCC3)C(=O)N(C)c2ccc(Cl)cc21	3	-14	2
COc1ccccc1-c1sc2cc3c(cc2c1C#CC1(O)CCCCC1)OCO3	-22	-9	-38

The results go on.
SMILES	DAX1 inh-1	ADAM10 inh	ADAM17 inh	ssDAF12 agonist	hgDAF-12 ag	HGIII-sPLA2 inh	PLC-gamma1 inh	FXN GAA850 act	hcDAF-12 act	DAX1 inh-2	PLC-beta3 inh
COc1ccc(N(CC(=O)NC2CCCCC2)C(=O)CNC(=O)c2cccs2)cc1	-0.2	6	-5	-0.9	-0.4	7	5	-1.1	-1.3	-1.5	-4
COc1ccc(CCn2c(=N)c(C(=O)NC3CCCC3)cc3c(=O)n4ccccc4nc32)cc1	-0.1	-48	-15	-0.6	2.9	4	-27	-0.6	-1.0	1.6	-44
C#CCn1c(S(=O)(=O)Cc2ccc(OC)cc2)nc(-c2ccccc2)c1-c1ccccc1	-1.6	11	6	-2.0	-1.1	-5	0	2.7	-1.9	0.1	0
CC1(C)OC2OC3C(CNCCO)OC(c4ccccc4)OC3C2O1 (configuration not stated)	1.2	-4	-3	-0.5	-1.1	2	-2	-1.2	0.0	0.3	4
C=CCc1ccccc1OCCNCc1ccccc1	-0.3	4	2	-1.4	4.3	0	5	-1.3	-2.2	-1.4	3
COc1ccccc1C1CCN(C(=O)C2CCCCC2)CC1	0.0	3	-2	-1.3	-1.9	4	2	2.8	-2.6	1.5	-4
COCCCNC(=O)CCn1c(=O)c2ccccc2n(CC(=O)Nc2ccccc2C)c1=O	0.3	-3	-8	-1.1	4.4	1	0	2.0	-0.7	-0.7	-1
COc1cccc(CNC(=O)C2CCCN(c3nn4c(=O)cc(C)nc4s3)C2)c1OC (configuration not stated)	-0.6	-3	-3	-1.4	-0.9	11	9	1.6	-2.1	-0.6	0
CCCCCCC(=O)N(O)C1CC(=O)N(c2ccc(Br)cc2)C1=O (configuration not stated)	0.3	1	-2	-1.6	6.3	-8	-4	0.8	1.1	-1.8	-2
Cc1cc(C)n2c(Br)c(CN3CCCC(C)C3)nc2n1 (configuration not stated)	-0.3	-314	-73	-1.1	0.5	-1	-129	-0.6	1.1	2.4	-148
Oc1ccc(Cl)cc1C=Nc1ccccc1Br	-0.1	6	8	-1.4	-2.0	-1	6	1.2	-2.1	-0.3	1
Cc1noc(C)c1CSc1ncnc2ccccc12	0.0	-8	-3	-0.6	-1.8	5	-4	2.6	2.4	0.7	-5
COc1ccc2c(c1)OC13CCN(C)CC1C2C(C(=O)c1ccc(F)cc1)C(=O)N3 (configuration not stated)	-0.1	-9	-5	-0.6	-1.1	-9	0	1.0	-0.1	-0.6	-4
CCCC(C)C(=O)NC1CCCCN(C)C1=O (configuration not stated)	0.1	-1	-1	-1.1	-0.6	-1	0	nt	-0.4	nt	3
CN(C)C(=O)[C@H]1C[C@H]1[C@@H](O)[C@H](CO)NC(=O)[C@H](Cc1ccccc1)NC(=O)OC(C)(C)C	0.0	-6	-5	-0.4	-0.2	6	0	0.8	0.4	2.2	3
COCCNC(=O)CN(C(=O)Cn1nnc2ccccc21)c1ccccc1C	0.4	-3	3	-0.8	0.0	4	2	-0.3	-0.2	-0.1	2
CC(C)Oc1ccc(S(=O)(=O)N2CCCCC2)cc1NC(=O)CN1C(=O)NC(C)(c2ccccc2)C1=O (configuration not stated)	-1.9	5	6	-1.1	-2.0	-23	-1	1.5	3.6	0.0	-7
Cc1cccc(C)c1NC(=O)Cn1c(=O)n(CCC(=O)NCc2ccco2)c(=O)c2sccc21	-0.1	2	-2	-1.7	-0.1	5	4	-2.0	-1.0	0.8	-1
Cc1cc(N2CCCC2)n2nc(C)nc2n1	0.7	-1	0	-1.3	0.5	6	-1	0.5	-0.7	0.4	3
Cc1cc(NC(=O)C2C3C(=O)N(CC4CCCO4)C(C(=O)NCc4ccccc4)C34C=CC2(C)O4)no1 (configuration not stated)	-0.1	-5	-2	-1.4	-0.8	6	2	2.0	-1.8	-0.8	3
CCOc1cccc(C(=O)Nc2ccc(NC(=O)c3ccccc3)c(C)c2)c1	0.4	13	2	-1.3	-0.3	-1	7	1.8	-1.3	-0.8	15*
CC1=CC(=O)C(C(C)C)=C/C1=N\OS(=O)(=O)c1ccc(F)cc1	nt	6	1	-2.6	-16	3	2	nt	-6.4	nt	1
Cc1ccc2nc(Cl)c(CN(C(=O)c3cnccn3)C3CCCCC3)cc2c1	-0.6	8	-2	-1.6	-1.8	-3	2	4.8	-0.4	-1.1	3
CCOc1ccc(C(C(=O)NC(C)(C)C)N(CCOC)C(=O)CCC(=O)Nc2nccs2)cc1 (configuration not stated)	-0.4	2	-5	-0.6	-1.3	5	0	-1.3	1.5	-1.2	-6
COc1ccc(/C=C2\SC(=O)N(CC(=O)NC3CCS(=O)(=O)C3)C2=O)cc1 (configuration not stated)	0.4	0	-6	-0.9	0.6	3	2	1.9	-1.1	0.1	1
CCOCN(C(=O)Cn1c(C(C)O)nc2ccccc21)c1c(C)cccc1CC (configuration not stated)	-0.6	-6	-5	-1.5	0.8	-4	-1	0.1	-0.4	0.3	-1
CC1(C)CC2CC(C)(CN2C(=O)c2cc(-c3ccc(F)cc3)on2)C1 (configuration not stated)	0.0	9	-1	-1.2	3.2	0	1	0.5	-1.9	0.8	-6

Random draw from the library, and some 6.9% of all compounds hit somewhere here.
